ERG Ets-DNA blk: qHTS for Small Molecule Inhibitors of the ERG Ets/DNA interaction; Transcriptional regulator ERG (Homo sapiens), P11308; fluorescence polarization, His-ERG Ets domain / labelled DNA; Potency, µM (doses to about 76.9 µM), without a hit: at the top dose FP activity, negative = inhibition, usual class: inhibitors; actives 0.028% (n = 370,000); active means well fitted inhibition curve with a large enough effect in the polarisation, with a control signal flat; inconclusive means small, poorly fitted or top-dose-only effect, or effect the other way, or a change in a side signal; inactive means no such curve, though single readings can be large or run the other way; the % refers to the polarisation;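 further: polarization taken with two DNA probes labelled with fluorescein and Texas red; potency means the concentration at half of the fitted maximal effect; % of control where 0% means no effect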
Target sequence (P11308 whole entry, looked up, the tested form may be a part): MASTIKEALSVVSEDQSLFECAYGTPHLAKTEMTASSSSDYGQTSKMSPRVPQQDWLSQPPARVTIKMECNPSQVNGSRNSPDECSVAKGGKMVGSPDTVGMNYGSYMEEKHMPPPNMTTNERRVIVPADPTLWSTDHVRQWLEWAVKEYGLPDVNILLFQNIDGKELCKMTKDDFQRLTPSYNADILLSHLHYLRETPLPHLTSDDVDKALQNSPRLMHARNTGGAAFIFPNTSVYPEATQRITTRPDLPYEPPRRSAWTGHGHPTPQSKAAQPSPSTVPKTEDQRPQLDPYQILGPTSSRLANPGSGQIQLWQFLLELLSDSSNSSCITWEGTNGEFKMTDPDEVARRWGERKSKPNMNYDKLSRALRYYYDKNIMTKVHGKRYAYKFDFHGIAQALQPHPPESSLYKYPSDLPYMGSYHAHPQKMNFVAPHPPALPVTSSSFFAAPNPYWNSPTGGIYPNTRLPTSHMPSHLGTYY
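His-tagged ERG Ets domain (1 uM in the protein solution; 300mM KCl, 50mM Tris-HCl, 1mM EDTA, 1mM DTT, pH 7.5) received compound, then a probe mix of 5 nM fluorescein-DNA and 100nM Texas-615-DNA. Fluorescence polarization was read for both dyes.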
JMJD2A Tudor: qHTS Assay for Inhibitors of JMJD2A-Tudor Domain. Lysine-specific demethylase 4A (Homo sapiens), O75164. AlphaScreen JMJD2A-Tudor / H3K4me3 peptide binding. Potency, µM (titrated, usually from 114 µM), without a hit: top-dose activity change, negative = inhibition, usual class: inhibitors. actives 4.4% (n = 390,000). AID 504339, 2011; further: potency means the concentration at half of the fitted maximal effect; on the % scale 0 is the no-effect control and ±100 the full control effect; nearly all actives have a fitted effect of over 50% in size
PI4K2A block: qHTS for small molecular inhibitors of PI4K2A; activity change, negative = inhibition, % at 76.9 µM; purified PI4K2A, ADP-Glo luminescence, 1 h; stronger effect = lower value; AID 1346378, 2018; actives 0.13% (n = 420,000); Phosphatidylinositol 4-kinase type 2-alpha (Homo sapiens), Q9BTU6; in the data active means activity change below about -50%; inconclusive means mostly about -30% to -49%;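 further: -100% = wells without enzyme as full effect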
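ADP-Glo luminescence measured ADP generated by PI4K2A enzyme (4 ug/mL before mixing) with 1.2 mM PI substrate (pre-mix) and 300 microM ATP (pre-mix). Tris pH7.5 buffer with MgCl2, Triton X-100; 1 h reaction at ambient temperature.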
G9a block: qHTS Assay for Inhibitors of Histone Lysine Methyltransferase G9a | Potency, µM (doses to about 102 µM), inactives show top-dose activity, negative = inhibition, actives largely listed as inhibitors | AID 504332, 2011 | G9a H3K9 monomethylation, AlphaScreen, 2 h | actives 8.8% (n = 350,000); further: potency means the concentration at half of the fitted maximal effect; on the % scale 0 is the no-effect control and ±100 the full control effect; nearly all actives have a fitted effect of over 75% in size
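Step 1: enzyme (final 20 nM) with compound, 15 min RT. Step 2: substrate peptide 500 nM and SAM 20 uM, 2 h RT. Step 3: anti-H3K9me1 antibody and AlphaScreen beads, 10 min, then plate read.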
Pin1 inhibitor: qHTS Assay to Find Inhibitors of Pin1; Peptidyl-prolyl cis-trans isomerase NIMA-interacting 1 (Homo sapiens), Q13526; Pin1 FP peptide displacement, HiFluor488, 10 min; Potency, µM (series often up to 115 µM), for inactives: at the highest dose activity, negative = inhibition, hits mostly inhibitors; actives 0.009% (n = 390,000); active means well fitted inhibition curve with a large enough effect in the polarisation, with a control signal flat, not every such curve was filed as active; inconclusive means small, poorly fitted or top-dose-only effect, or effect the other way, or a change in a side signal; inactive means no such curve, though single readings can be large or run the other way; the % refers to the polarisation; further: potency means the concentration at half of the fitted maximal effect; on the % scale 0 is the no-effect control and ±100 the full control effect
Target sequence (Q13526 whole entry, looked up): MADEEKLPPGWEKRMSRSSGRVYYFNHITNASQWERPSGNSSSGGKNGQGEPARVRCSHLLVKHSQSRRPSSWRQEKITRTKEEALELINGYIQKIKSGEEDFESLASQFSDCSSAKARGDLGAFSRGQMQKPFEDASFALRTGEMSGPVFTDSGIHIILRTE
BAZ2B inh: qHTS Assay for Inhibitors of BAZ2B; Bromodomain adjacent to zinc finger domain protein 2B (Homo sapiens), Q9UIF8; AlphaScreen BAZ2B-H3K14Ac peptide displacement; Potency, µM (doses to about 114 µM), without a hit: at the highest dose activity change, negative = inhibition, hits mostly inhibitors; actives 4.4% (n = 360,000); further: potency means the concentration at half of the fitted maximal effect; on the % scale 0 is the no-effect control and ±100 the full control effect; nearly all actives have a fitted effect of over 60% in size
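In this displacement format the biotinylated H3(5-23) peptide acetylated at Lys14 serves as ligand at 50 nM, with BAZ2B at 50 nM in PBS pH 7.4 containing 0.01% Tween-20. Donor and acceptor beads are 10 ug/mL final.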
HP1b binding inh: HTS for Inhibitors of HP1-beta Chromodomain Interactions with Methylated Histone Tails | AID 540317, 2011 | AlphaScreen HP1-beta / biotin-H3K9me3 peptide binding | Chromobox protein homolog 1 (Homo sapiens), P83916 | actives 0.56% (n = 390,000) | Potency, µM (titrated, usually from 114 µM), without a hit: top-dose activity change, negative = inhibition, actives largely listed as inhibitors; further: potency means the concentration at half of the fitted maximal effect; nearly all actives have a fitted effect of over 70% in size; inactives centre near 23
Target sequence (P83916 whole entry, looked up): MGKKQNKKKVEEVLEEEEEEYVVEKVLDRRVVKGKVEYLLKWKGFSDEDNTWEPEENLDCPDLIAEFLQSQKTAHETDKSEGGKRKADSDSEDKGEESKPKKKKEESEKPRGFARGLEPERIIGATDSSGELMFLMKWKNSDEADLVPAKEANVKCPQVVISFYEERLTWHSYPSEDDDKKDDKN
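HP1-beta protein (50 nM final) preincubated 30 min at room temperature with biotinylated H3(1-18)K9me3 peptide (50 nM) in PBS pH 7.4, 0.01% Tween-20, then compound added for 30 min. AlphaScreen streptavidin donor/nickel chelate acceptor beads (10 ug/mL final), 30 min dark, luminescence read.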
GLS inhibitor: qHTS for Inhibitors of Glutaminase (GLS); GLS enzymatic activity, qHTS titration; Glutaminase kidney isoform, mitochondrial (Homo sapiens), O94925; Potency, µM (top dose mostly 45.5 µM), inactives show at the highest dose activity change, negative = inhibition, usual class: inhibitors; actives 0.21% (n = 410,000); further: potency means the concentration at half of the fitted maximal effect; on the % scale 0 is the no-effect control and ±100 the full control effect
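hKGA in 45 mM KH2PO4 (pH 8.2), 0.02% Tween-20 with compound, then 1mM L-Glutamine (stock as added) plus glutamate oxidase/HRP/Amplex red coupling mix. Fluorescence read initially and after 30 min at RT; signal change reflects glutamate formation.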
PGK inhibitor: qHTS Assay to Find Inhibitors of Phosphoglycerate Kinase. PGK/GAPDH coupled, Kinase-Glo luminescence, 60 min. Potency, µM (doses to about 57.5 µM), for the others: at the top dose activity change, negative = inhibition, hits mostly inhibitors. actives 0.043% (n = 380,000); further: potency means the concentration at half of the fitted maximal effect; on the % scale 0 is the no-effect control and ±100 the full control effect; nearly all actives have a fitted effect of over 60% in size
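Luminescent ATP detection (Kinase-Glo Plus) follows a 60-minute room-temperature incubation, with wells lacking PGK as controls. Buffer: 100 mM TEA (pH 7.6), 5 mM MgCl2, 0.01% Tween-20. Coupling enzyme GAPDH (100 nM final) supplies unstable 1,3-BPG in-well.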
* hit, by the source's call; i = inactive; ? = inconclusive; . = not tested or not shown; [ ] = dose if it differs, or a comment. Unless noted, the call rests on the fitted dose curve; in most records, active means well fitted curve in the direction sought with a large enough effect; inconclusive means small, poorly fitted or top-dose-only effect, or another doubt; inactive means no such curve, though single readings can be large; an effect the other way counts as inactive or inconclusive. Rows were taken by chance, and some 11% of all compounds hit somewhere here.

item	canonical_smiles	ERG Ets-DNA blk	JMJD2A Tudor	PI4K2A block	G9a block	Pin1 inhibitor	BAZ2B inh	HP1b binding inh	GLS inhibitor	PGK inhibitor
1	CCCn1c(NC(=O)CN2C(=O)NC3(CCCC3)C2=O)nc2ccccc21	-23%	-10%	2	-16%	-6%	-11%	45%[activator]	-14%	-2%
2	CC(C)(C)NC(=O)CSc1nccn1Cc1ccccc1	.	-11%	-2	-36%[59 µM]	-8%	3%	33%	-5%	.
3	COc1ccc(CCNC(=O)Cc2c(C)c3cc4c(C(C)(C)C)coc4c(C)c3oc2=O)cc1OC	15%	-9%	2	-2%[59 µM]	8%	-6%	13%	-5%	-6%
4	C#CCSc1nnc(CNS(=O)(=O)c2ccc(Br)cc2)n1C	12%	9%	-2	5%	1%	-10%	34%	-1%	-9%
5	Cn1c2ccc(Cl)cc2c2nc3ccccc3nc21	-7%	23%	-5	-11%	-15%	36%[activator]	60%[activator]	-13%	i
6	COc1cccc(NC(=O)Cn2nnc(C(=O)Nc3ccccc3)c2N)c1	6%	-19%	0	-33%	2%	-2%	4%	-7%	0%
7	Cc1cc(N2CCN(c3nc(-c4ccccc4)cs3)CC2)c2ccccc2n1	11%	-11%	-1	.	3%	?	-8%	-2%	-2%
8	O=C(NCc1ccc(F)cc1)C(=O)NCC(c1ccco1)N1CCOCC1 (stereo unspecified)	-1%	-10%[11.4 µM]	2	4%	0%	-10%	53%[activator]	-15%	-2%
9	CNCCOc1ccc(Cl)c(Cl)c1	0%	3.2µM*	1	40µM*	1%	-33%	?	8%	i
10	COc1cccc(/C=N/NC(=O)CN2C(=O)NC3NC(=O)NC32)c1 (stereo unspecified)	10%	-3%	2	-6%	-2%	13%	46%[activator]	0%	1%
11	Cc1cccc(NC(=S)N2CCN(Cc3ccc4c(c3)OCO4)CC2)c1C	0%	-11%	-2	19%[59 µM]	0%	-6%	12%	3%	-5%
12	CCOC(=O)N1CCN(S(=O)(=O)N2CCCC(C(=O)NCCCN3CCC(C)CC3)C2)CC1 (stereo unspecified)	12%	-11%	5	.	-8%	-6%	25%	3%	0%
13	O=S(=O)(c1cccc2nsnc12)N1CCN(Cc2ccccc2)CC1	-4%	-29%	1	-16%	-7%	-12%	-11%	1%	0%
14	N#Cc1c2ccc(OCC(N)=O)cc2n2ccccc12	18%	19%	-12	-44%[12.7 µM]	?	-4%	54%[activator]	3%	-7%
15	CCNc1oc(-c2ccc(COc3ccc(Cl)cc3)o2)nc1C#N	7%	-6%	1	-28%[59 µM]	0%	-37%	18%	-1%	6%
16	C[C@@H](C(=O)N=c1sc2ccccc2n1C)N1C(=O)C2CC=CCC2C1=O (stereo partly specified)	4%	-23%	6	.	-7%	.	-5%	-2%	-5%
17	CC(C)(C)c1nc(SCC(=O)N2CCCC2)c2ccccc2n1	-2%	12%	-6	50µM*	1%	-8%	36%[activator]	-1%	-7%
18	CC(C)(C)c1ccc(-c2nc3cc(N)ccc3o2)cc1	1%	-3%	6	1%	?	-21%	27%	13%	4%
19	COc1cccc(CNc2ncc(C(=O)Nc3cc(OC)c(OC)c(OC)c3)c(C)n2)c1	-2%	-17%	-11	-2%[12.7 µM]	16%	-14%	14%	1%	-8%
20	C/C(=N\NC(=O)c1cc(C)nc2ccccc12)c1cccc(Cl)c1	2%	-6%	0	4%	-11%	-16%	30%	3%	-6%
21	Cn1c2ccccc2c2cc(C(=O)NNC(=O)CCl)sc21	-5%	-11%	-3	-45%	14%	-13%	29%	0%	-6%
22	O=C(CN1CCN(S(=O)(=O)c2ccccc2)CC1)NC(=O)NCc1ccco1	3%	-33%	-8	-3%	-8%	?	1%	-11%	5%
23	CSCCCN1CCCC(CO)(Cc2ccccc2F)C1 (stereo unspecified)	-5%	-18%	-8	.	5%	0%	37%	7%	7%
24	CN(C(=O)C1CCCN(c2ncnc3c2nc2n3CCCCC2)C1)c1cccc(Cl)c1 (stereo unspecified)	19%	-11%	-1	14%	-7%	-30%	24%	-1%	i
25	O=C(CSc1nc2c(c(=O)[nH]1)CN(Cc1ccc3c(c1)OCO3)CC2)Nc1ccccc1Cl	1%	-18%	-1	-28%[59 µM]	-2%	-11%	0%	-4%	i
26	Cc1ccccc1OC(=O)c1cc(-c2ccc3c(c2)OCCO3)on1	-1%	-10%	-4	14%[59 µM]	3%	11%	90%[activator]	7%	1%
27	CC(C)C(=O)Nc1ccc(C(=O)NCc2cccnc2)cc1	0%	-21%	4	-20%[59 µM]	4%	-2%	23%	2%	-6%
28	O=C(CSC1=NCCS1)N1CCN(c2ccc(Cl)cc2)CC1	3%	-3%	0	?	-4%	-8%	12%	35%[activator]	i
29	CCCCNC(=O)COC(=O)c1ccc(SC)cc1OC	5%	6%	2	3%	-3%	1%	17%	-8%	-8%
30	O=C(c1cccnc1)N(c1cc2sc(=O)oc2c2ccccc12)S(=O)(=O)c1ccccc1	-4%	25µM*	-14	1.1µM*	-7%	-30%	?	18%	i
31	Cc1cc(=O)[nH]c(SCC(=O)Nc2ccc(S(=O)(=O)N3CCCCC3)cc2)n1	-4%	-2%	-11	1%	-2%	?	27%	.	-9%
32	CCOC(=O)N1CCC(NC(=O)CNS(=O)(=O)c2ccc(Br)s2)CC1	-2%	-13%	2	?	1%	-28%	12%	-1%	-3%
33	CC1CCCCC1NC(=O)C1CC=CCC1C(=O)O (stereo unspecified)	12%	-16%	-2	-15%[59 µM]	-7%	-2%	23%	1%	-6%
34	CCCC1NC(C(=O)O)Cc2c1[nH]c1ccccc21 (stereo unspecified)	-6%	16µM*	-2	.	?	-4%	-4%	?	2%
35	O=C(COC(=O)Cc1cccc(C(F)(F)F)c1)NC1CC1	-12%	7%	5	7%	0%	-8%	57%[activator]	-9%	-3%
36	O=C(NCc1cccnc1)Nc1cccc([N+](=O)[O-])c1	14%	-24%	-3	2%	-12%	-15%	23%	-5%	-7%
37	CC1CCN(CC(=O)Nc2ccc(N3CCCCCC3)cc2)CC1	4%	20µM*	5	10µM*	2%	20µM*	22µM*	13%	0%
38	COc1ccccc1C(=O)NCCC(=O)NC1CCC(C)CC1 (stereo unspecified)	2%	-15%	1	?	-2%	-1%	17%	-3%	-4%
39	CCn1ncc(/C=N/NC(=O)c2ccc3c(c2)OCO3)c1C	0%	-14%	-2	2%[59 µM]	2%	-1%	62%[activator]	10%	-12%
40	COc1ccccc1C(=O)Nc1nnc(SCc2cc(=O)c3ccccc3[nH]2)s1	1%	-17%	-2	-9%[59 µM]	153%[activator]	?	28%[57 µM]	-3%	i
41	O=C(NCc1ccccc1)NC(=O)c1ccc(Cl)cc1	-4%	4%	-3	.	-5%	.	34%	-2%	i
42	CCOC(=O)N1CCC(N2C(=O)c3ccc(C(=O)NCc4ccc(F)cc4)cc3C2=O)CC1	6%	-9%	1	?	-4%	6%	23%	-3%	9%
43	C[C@H]1CN([C@@H](C)CO)C(=O)c2cc(NC(=O)C3CCCCC3)ccc2O[C@H]1CN(C)C(=O)Nc1ccc2c(c1)OCO2	-2%	-23%	-2	.	4%	.	9%	-9%	-5%
44	Cn1c(CCN2CCCC2)nc2cc(NS(=O)(=O)c3ccccc3)ccc21	13%	-14%	0	.	7%	-12%	36%	23%	2%
45	COc1ccc(C(CC(=O)O)NS(=O)(=O)c2ccc3c(c2)NC(=O)CO3)cc1 (stereo unspecified)	2%	-2%	-3	?	-9%	-6%	33%	-6%	-2%
46	CCOc1ccc(Oc2ccccc2NC(=O)C2=COCCO2)cc1	-10%	24%	3	-2%	-3%	-4%	57%[activator]	-2%	-8%
47	CC1Cc2ccccc2N1S(=O)(=O)c1nnc(NC(=O)c2ccccc2Br)s1 (stereo unspecified)	-2%	-34%	-1	-33%[59 µM]	-1%	-30%	26%	50%[activator]	-21%
48	O=C(NCCCc1nc2ccccc2n1Cc1ccc(Cl)cc1)C1CCCCC1	-1%	-16%	-5	8%[59 µM]	-2%	-3%	20%	-2%	-3%

Screens (PubChem BioAssay)
